Screens as filed in PubChem BioAssay.
PRMT1 inh: PRMT1 (human) inhibition, primary screen; Q99873; 370,000 tested, 1.3% active; inhibition, % at 2.79 µM; recombinant PRMT1, activity-based probe fluorescence polarization;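 active = inhibition above about 21% made by adding two undisclosed values, limit read from the data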
Target sequence (Q99873 whole entry, looked up): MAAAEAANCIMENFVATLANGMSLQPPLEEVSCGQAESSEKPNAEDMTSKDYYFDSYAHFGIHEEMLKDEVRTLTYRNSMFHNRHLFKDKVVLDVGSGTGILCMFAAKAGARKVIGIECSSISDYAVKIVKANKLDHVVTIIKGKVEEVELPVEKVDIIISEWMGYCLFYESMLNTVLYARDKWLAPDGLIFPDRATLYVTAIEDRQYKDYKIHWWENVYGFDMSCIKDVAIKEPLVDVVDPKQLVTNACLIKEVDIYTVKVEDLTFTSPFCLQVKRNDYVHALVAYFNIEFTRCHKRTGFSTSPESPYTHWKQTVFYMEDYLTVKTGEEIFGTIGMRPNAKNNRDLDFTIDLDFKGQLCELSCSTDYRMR
ABHD4 inh: inhibits mouse alpha/beta hydrolase domain 4; purified mABHD4, FP-Rh probe fluorescence polarization; inhibition, % at 8.92 µM; Q8VD66; AID 720543; 370,000 tested, 0.54% active;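 active = inhibition exceeding the mean over every tested compound plus 3 SD, cut at about 30% in these data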;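 also: 0% = plate median of compound wells and 100% = S159A mutant with DMSO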
Target sequence (Q8VD66 whole entry, looked up, the tested form may be a part): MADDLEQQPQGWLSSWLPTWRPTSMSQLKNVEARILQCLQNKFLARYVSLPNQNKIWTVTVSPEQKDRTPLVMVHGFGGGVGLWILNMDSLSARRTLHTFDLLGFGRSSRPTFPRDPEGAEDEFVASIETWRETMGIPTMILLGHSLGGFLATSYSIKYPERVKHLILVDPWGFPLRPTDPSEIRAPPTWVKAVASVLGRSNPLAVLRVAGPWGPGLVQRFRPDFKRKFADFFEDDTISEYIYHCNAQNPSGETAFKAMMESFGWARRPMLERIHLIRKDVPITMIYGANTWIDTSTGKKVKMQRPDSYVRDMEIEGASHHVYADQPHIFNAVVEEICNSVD
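Test system: mouse ABHD4 enzyme, wild type. Reagent: FP-Rh fluorescent activity-based probe, added after compound pre-incubation. Timing: pre-incubation 45 min, probe exposure 60 min, at 25 °C. Technique: FP readout, ex 525 nm / em 598 nm. Benchmarks: high control S159A mutant with DMSO, low control median of compound wells.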
DDE Tn7 FP inh: inhibitors of Tn7 peptide binding to human fibrin DD(E) | P02675 | FP displacement of FITC-Tn7 peptide from fibrin DD(E); 0% = median of compound wells per plate | inhibition, % at 8.3 µM | 370,000 tested, 0.13% active | AID 720508;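 active = inhibition above the mean of compounds falling within the control limits plus 3 SD of them, cut at about 14% in these data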;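 also: 0% = plate median of compound wells and 100% = 10 µM Aha-Tn7 peptide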
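Assay system: Fibrin-DD(E) protein isolated from polymerized human fibrin clots; read-out basis: percent inhibition; medium: Tris/NaCl/CaCl2 buffer, pH 7.8; signal: FP measurement; incubation: 10 min plus 3 h, room temperature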
TDP2 absorb: blocks human TDP2 phosphodiesterase activity; O95551; recombinant TDP2, T5PNP hydrolysis, p-nitrophenol absorbance 415 nm; inhibition, % at 12.8 µM; 370,000 tested, 0.34% active; AID 720702;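 active = inhibition above the mean of all tested compounds plus 3 SD, set per campaign, cut at about 25% in these data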;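 also: 0% = DMSO with enzyme and 100% = buffer with substrate but no TDP2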
Target sequence (O95551 whole entry, looked up): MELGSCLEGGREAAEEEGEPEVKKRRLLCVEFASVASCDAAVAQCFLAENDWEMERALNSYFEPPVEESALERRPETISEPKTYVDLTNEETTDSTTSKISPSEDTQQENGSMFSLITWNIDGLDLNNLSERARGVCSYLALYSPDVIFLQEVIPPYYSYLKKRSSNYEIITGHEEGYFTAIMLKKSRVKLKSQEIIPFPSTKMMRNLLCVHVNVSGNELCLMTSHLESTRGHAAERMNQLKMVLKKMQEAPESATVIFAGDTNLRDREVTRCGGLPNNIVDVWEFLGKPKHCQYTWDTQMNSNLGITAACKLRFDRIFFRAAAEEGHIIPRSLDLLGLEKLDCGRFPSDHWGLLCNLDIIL
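Test system: Human TDP2 enzyme | Reagent: 5 mM T5PNP | Compound dosing: 12.8 µM single point, 1% DMSO | Incubation: Enzyme reaction with compound for 2 h at 37 °C | Technique: p-Nitrophenol epi absorbance | Read-out: % inhibition relative to enzyme-containing and enzyme-free wells | Benchmarks: High control without enzyme, low control DMSO plus TDP2 | Replicates: Singlicate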
LEDGF integ inh: blocks HIV-1 LEDGF/p75-dependent DNA integration; AID 743269; 370,000 tested, 0.64% active; TR-FRET IN-LEDGF/p75 DNA integration, Eu/Cy5; inhibition, % at 3.7 µM;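 active = inhibition above the screen-wide mean plus 3 SD, cut at about 13% in these data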;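 also: signal is the Cy5 over europium emission ratio at 671 and 618 nm; 0% = plate median of compound wells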
TCR-CD3 inh: inhibitors of human TCR-CD3 interaction; TAMRA-labeled TCR probe fluorescence, biochemical; inhibition, % at 9.4 µM; 360,000 tested, 0.37% active; in the data active = inhibition above about 19%;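 also: recombinant mutant TCR 2C K166C tagged with TAMRA read by polarization; 0% = receptor in buffer alone and 100% = receptor with positive control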
HTRA1 inhibitor: blocks human HTRA1 serine peptidase. Q92743. recombinant HTRA1, FP-rhodamine activity-based probe, fluorescence polarization. inhibition, % at 5.96 µM. 340,000 tested, 0.5% active; in the data active = inhibition above about 36%;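 also: 0% = enzyme with DMSO and 100% = wells lacking enzyme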
SIAE primary: blocks human sialic acid acetylesterase; SIAE FP-Rh probe binding, fluorescence polarization; inhibition, % at 9.66 µM; Q9HAT2; AID 1053197; 370,000 tested, 0.69% active;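 active = inhibition above a cutoff: mean of compounds within the control limits plus 3 SD of those, cut at about 17% in these data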;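 also: 0% = plate median of compound wells and 100% = probe without SIAE protein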
UHRF1 MBD2 ctr: human UHRF1 methylated DNA binding inhibitors; 370,000 tested, 0.75% active; AID 687016; inhibition, % at 4.4 µM; UHRF1 binding to methylated oligo, TR-FRET; in the data active = inhibition above about 21%;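 also: UHRF1 SRA domain binding a hemimethylated CpG hairpin DNA probe; 0% = median of test compound wells and 100% = reference inhibitor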
PG9 Ab binder: small molecules binding HIV-1 gp120 antibody PG9; TR-FRET gp120-PG9 antibody binding; inhibition, % at 6.7 µM; 360,000 tested, 0.43% active; AID 624416; in the data active = inhibition above about 8.5%
* hit, by the source's call; x = not tested or not shown.

cpd	Molecule	PRMT1 inh	ABHD4 inh	DDE Tn7 FP inh	TDP2 absorb	LEDGF integ inh	TCR-CD3 inh	HTRA1 inhibitor	SIAE primary	UHRF1 MBD2 ctr	PG9 Ab binder
1	NS(=O)(=O)c1ccc(CCNC(=O)COC(=O)CN2C(=O)C3CCCCC3C2=O)cc1 (stereo not given)	-3	-6	-11	7	1	-4	1	1	1	0.0
2	Cc1ccc(S(=O)(=O)N2CCOCC2)cc1NC(=O)CSc1nnnn1C1CC1	1	4	7	-2	0	-3	-2	1	2	0.1
3	CCC1/C(=N\O)CC(c2ccco2)NC1c1ccco1 (stereo not given)	3	-11	7	0	3	-1	5	9	3	2.4
4	Cn1c(=O)n(C)c2cc(N3CCCCC3)c(NC(=O)c3cccc(Cl)c3)cc21	2	1	-4	7	-4	6	0	8	1	1.8
5	CNS(=O)(=O)c1ccc(NC(=O)C2CC(=O)N(c3ccc(Cl)cc3)C2)cc1 (stereo not given)	-2	0	-3	9	0	-2	-3	-4	1	-2.4
6	CN(C(=O)c1ccc(NC(=O)Cc2cccc(NC(=O)C3CCCN(C(=O)C4CCCC4)C3)c2)cc1)C1CCCC1 (stereo not given)	-2	-15	-6	-15	5	-8	-16	4	3	-3.0
7	Cc1ccc(Cl)cc1N1CCN(S(=O)(=O)N2CCCCC2)CC1	0	-5	0	4	-1	-1	-13	13	-1	-4.2
8	N/C(=N\OC(=O)CCCN1C(=O)c2ccccc2C1=O)c1ccc(Cl)cc1	-5	5	1	7	3	-10	-1	5	1	1.1
9	CCN(CC(=O)Nc1ccccc1C(F)(F)F)C(=O)c1ccccc1OCc1ccc(F)cc1	1	-5	8	-15	-2	0	-9	-5	-2	1.6
10	COc1ccc(Cl)cc1C(=O)NNC(=O)c1cccc([N+](=O)[O-])c1	1	-1	6	12	-5	2	2	0	1	-1.7
11	CCN(CC)CCNS(=O)(=O)c1ccc(OC)c(Br)c1	-1	2	-3	5	2	3	1	9	0	0.6
12	Cc1cc(C(=O)N/N=C2\CC(=O)CC(C)(C)C2)c2ccccc2n1	13	-1	11	-7	0	-3	4	-3	-2	-0.9
13	COc1ccc(OC)c(N(CC(=O)N2CCCC2)S(=O)(=O)c2ccc(C)cc2)c1	0	0	5	3	-4	-5	5	-1	-2	-1.2
14	O=C(NCc1ccc(C(F)(F)F)cc1)c1cccc2c(-c3ccc(F)c(F)c3)coc12	-1	-2	-6	10	0	-6	x	-20	-2	-0.1
15	NNC(=O)C(=O)Nc1ccc(O)cc1	0	12	-1	-19	2	-1	7	5	7	-2.5
16	O=[N+]([O-])c1ccc(S(=O)(=O)NCC(c2cccnc2)N2CCOCC2)cc1 (stereo not given)	-1	5	1	9	-6	4	5	-1	-2	-1.6
17	NC(=O)c1nsc(C(=O)N(Cc2ccco2)C(C(=O)NC2CCCC2)c2ccc(O)cc2)c1N (stereo not given)	4	-5	9	-2	1	1	-4	-2	1	-2.9
18	CCOC(=O)c1oc2ccc(/C=N/O)c(Cl)c2c1C	0	1	7	-4	1	0	-6	-1	-2	-0.8
19	c1ccc(OCCOCCN2CCN(C(c3ccccc3)c3ccccc3)CC2)cc1	-2	14	-2	0	0	1	-13	3	-1	1.0
20	Cc1cccn2c(=O)c(C=O)c(N3CCCCC3)nc12	1	-8	-11	-17	8	-12	-1	-3	4	-2.5
21	COc1ccc(OC)c(S(=O)(=O)N2CCCC(c3noc(-c4ccc(C)cc4)n3)C2)c1 (stereo not given)	-4	1	-2	3	4	x	x	3	-1	x
22	Cc1cccc(CCNC(=O)C2CCC(=O)N(Cc3ccc(Cl)cc3)C2)n1 (stereo not given)	3	-1	-1	-7	-7	-8	7	3	1	0.2
23	COC(=O)C1=C(C)N(C)C(=NCc2cccc(C(F)(F)F)c2)NC1c1cccc(Cl)c1 (stereo not given)	4	12	3	4	-3	5	x	0	0	0.0
24	CN1C=CC=C/C1=C1/N=C(c2ccccc2)OC1=O	1	-3	-5	4	5	7	2	1	-1	-2.2
25	O=C(N/N=C\c1ccc2c(c1)OCO2)c1ccc(Cn2cc(Br)c([N+](=O)[O-])n2)o1	-2	-3	0	-9	0	6	-1	2	2	-0.3
26	CNC(=O)c1ccc(OC2CSC2)cc1	-2	-2	7	15	1	1	-3	0	5	0.0
27	COc1ccc(CN(C(=O)c2cc(=O)c3ccccc3o2)C2CCS(=O)(=O)C2)cc1OC (stereo not given)	-2	0	3	-6	2	3	1	-5	22*	-3.2
28	O=C(COC(=O)c1ccccc1NC(=O)c1ccco1)NCC1CCCCC1	2	3	-6	-8	5	2	-13	-2	0	3.6
29	Cc1ccccc1-n1c(N)cc(=O)[nH]c1=S	4	5	-1	0	-3	-3	1	-4	3	-0.2
30	O=C(c1ccc(NC2=NC3CS(=O)(=O)CC3S2)cc1)N1CCc2ccccc2C1 (stereo not given)	1	-6	7	7	2	-3	6	0	-2	1.9

By substructure: those above with a nitro group on carbon (three)
cpd	Molecule	PRMT1 inh	ABHD4 inh	DDE Tn7 FP inh	TDP2 absorb	LEDGF integ inh	TCR-CD3 inh	HTRA1 inhibitor	SIAE primary	UHRF1 MBD2 ctr	PG9 Ab binder
10	COc1ccc(Cl)cc1C(=O)NNC(=O)c1cccc([N+](=O)[O-])c1	1	-1	6	12	-5	2	2	0	1	-1.7
16	O=[N+]([O-])c1ccc(S(=O)(=O)NCC(c2cccnc2)N2CCOCC2)cc1 (stereo not given)	-1	5	1	9	-6	4	5	-1	-2	-1.6
25	O=C(N/N=C\c1ccc2c(c1)OCO2)c1ccc(Cn2cc(Br)c([N+](=O)[O-])n2)o1	-2	-3	0	-9	0	6	-1	2	2	-0.3

(cont.)
cpd	Molecule	PRMT1 inh	ABHD4 inh	DDE Tn7 FP inh	TDP2 absorb	LEDGF integ inh	TCR-CD3 inh	HTRA1 inhibitor	SIAE primary	UHRF1 MBD2 ctr	PG9 Ab binder
31	O=CN1CCN(CC(O)Cn2c3ccccc3c3ccccc32)CC1 (stereo not given)	-2	-2	0	3	1	7	2	4	0	-0.1
32	CCOC(=O)CSc1nn(C)c(=S)s1	-2	1	3	4	-1	4	0	-1	-1	-0.1
33	COc1cc(/C=C/C(=O)OCC(=O)N2CCN(S(=O)(=O)c3ccc(C)cc3C)CC2)ccc1OC(F)F	3	5	-2	0	-5	-1	2	1	0	-1.1
34	Oc1ccc(CCc2n[nH]c(=S)n2-c2ccc(F)cc2)cc1	-2	5	4	4	-2	-6	-3	4	2	0.8
35	COc1ccc(C(=O)O/N=C(/c2ccccc2)c2ccncc2)cc1OC	-4	-1	-3	2	6	-1	7	7	-2	-1.8
36	O=C(CCC1CCCC1)Nc1ccc([N+](=O)[O-])cn1	-3	1	2	0	-2	0	-1	-2	1	-1.5
37	COC(=O)[C@@]1(Cc2ccc(F)cc2)[C@H]2c3cc(C(=O)N(C)C)n(CCN4CCOCC4)c3C[C@H]2CN1C(=O)c1ccccc1	-1	-2	2	-4	1	3	x	-1	-2	-0.5
38	CN(C(=O)COC(=O)c1cc(=O)[nH]c2ccccc12)c1c(N)n(Cc2ccccc2)c(=O)[nH]c1=O	-2	0	-4	-9	2	4	4	-6	2	-2.0
39	CC(C)CC1(C)NC(=O)N(CC(=O)Nc2cccc(S(=O)(=O)N(C)c3ccccc3)c2)C1=O (stereo not given)	-4	-3	6	6	1	-1	-9	-6	3	-0.3
40	CC(=O)c1ccc2c3c(cc(C)c2c1)CCCC3	2	2	4	2	-2	4	-11	-3	2	0.1
41	O=C(NCCSc1c[nH]c2ccccc12)c1ccco1	9	-10	0	-11	0	-15	-5	4	3	-1.0
42	COc1ccc(C(=S)N2CCCCC2)cc1Br	2	2	-6	-13	-3	0	-1	0	0	-2.2
43	C[C@H](O)[C@@H]1C(=O)N2CCc3c([nH]c4c(-c5ccc6c(c5)OCO6)cccc34)[C@@H]2C[C@@H]1N(C)C(=O)NC1CCCCC1	-1	0	-4	-8	-4	0	x	1	2	0.2
44	CCOc1cc(C)c(C(C)C)cc1S(=O)(=O)NCc1ccccn1	2	-2	2	-7	-1	-1	-5	-1	4	0.7
45	O=C(NCC(c1ccco1)N1CCc2ccccc2C1)c1ccc(Cl)cc1 (stereo not given)	4	8	-3	4	2	1	-20	4	-4	0.4
46	CC(=O)C1=C(C)NC(SCC(=O)c2ccc(Cl)cc2)=C(C#N)C1c1ccco1 (stereo not given)	21	14	-5	6	3	-1	-4	7	0	0.8
47	CCN(CC)c1ccc(S(=O)(=O)N2CCOCC2)cc1NC(=O)Nc1ccccc1	3	-5	-4	-8	-1	1	-10	-1	-2	-1.1
48	Cn1ccs/c1=N\C(=O)Nc1cccc(C(F)(F)F)c1	1	-4	-2	5	0	2	-7	9	12	-0.9
49	c1ccc(N2CCN(c3nc(-c4cccs4)nc4ccccc34)CC2)cc1	2	-1	-7	-7	0	4	-15	-1	-2	-1.8
50	CC(=O)C1=C(O)C(=O)N(Cc2cccnc2)C1c1ccccc1 (stereo not given)	0	4	-2	15	-1	-4	7	-6	-11	0.5
51	Cc1cc(C(=O)NCC(C)C)c2ccccc2n1	-3	-2	-10	-9	0	2	2	2	1	1.6
52	CCOC(=O)c1ccccc1NC(=O)CN(c1ccccc1OC)S(C)(=O)=O	-1	0	0	-9	-3	4	-11	2	2	-0.4
53	Cc1ccc(C(=O)OCC(=O)c2c(N)n(C)c(=O)n(C)c2=O)cc1S(=O)(=O)N1CCCCC1	3	3	5	5	-5	-2	5	-2	3	1.2
54	CCOc1ccc(-c2cc(C(=O)NCCCN3CCN(CC)CC3)c3ccccc3n2)cc1	-3	-5	3	-17	6	-4	8	7	3	-1.2
55	O=C(N/N=C/c1coc2ccc(Cl)cc2c1=O)c1ccncc1	1	1	-1	0	2	2	-4	13	-1	1.0
56	C/C=C/c1ccc(OCC(=O)OCC(=O)Nc2c(C)nn(-c3ccccc3)c2C)c(OC)c1	0	6	-2	8	0	-4	2	18*	-1	-0.4
57	CCOc1ccc(NC(=O)CCC(=O)NNC(=O)Nc2ccc(Cl)cc2)cc1	0	2	-7	3	3	0	x	7	0	2.3
58	CN(C)c1nnnn1-c1ccc(OC(F)(F)F)cc1	-2	5	-1	3	3	-7	1	12	-3	1.5
59	COc1cccc2c(=O)cc(C)n(CC(=O)Nc3ccccc3C)c12	0	-1	2	2	1	4	-2	0	-2	-0.4
60	Cc1cccc(NC(=O)Cn2ccn(-c3ccc4c(c3)OCCO4)c(=O)c2=O)c1	2	6	-4	-5	-6	0	0	0	3	0.5
61	Cc1ccc(CN2CCCCC(NC(=O)Nc3ccccc3-c3ccccc3)C2=O)cc1 (stereo not given)	-4	-8	4	-6	2	x	x	4	2	x
62	CC1CN(c2nc3c(c(=O)n(C)c(=O)n3C)n2Cc2c(F)cccc2Cl)CC(C)O1 (stereo not given)	-2	-3	3	4	0	7	-6	-4	1	-1.5
